ARFGAP1 inhibitor: inhibitors of rat ARFGAP1. Q62848. Arfgap1-stimulated ARF1 GTP hydrolysis, GDP FP detection. inhibition, % at 16.5 µM. 360,000 tested, 0.26% active;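 active = inhibition above a per-plate limit, mean inhibition of low control wells plus 3 SD, cut at about 25% in these data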;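 also: 0% = DMSO wells with enzyme and 100% = wells lacking Arfgap1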
Target sequence (Q62848 1-136 limits assumed): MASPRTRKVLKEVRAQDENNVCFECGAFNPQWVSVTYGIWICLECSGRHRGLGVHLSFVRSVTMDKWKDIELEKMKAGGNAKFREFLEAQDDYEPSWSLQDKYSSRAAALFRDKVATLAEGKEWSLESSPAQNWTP
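Assay system: Rat Arfgap1 GAP domain (His6, aa 1-136), purified enzyme | Buffer or medium: HEPES 25 mM pH 7.5, NaCl 150 mM, MgCl2, DTT | Schedule: GTP hydrolysis reaction 2 h at 25 °C | Signal: FP of antibody-bound GDP Alexa 633 tracer, ex 620/em 688 nm | Measure: Percent inhibition of Arfgap1-stimulated GTP hydrolysis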
PLC-gamma1 inh: blocks human PLC-gamma1 enzyme activity; purified PLC-gamma1, fluorogenic substrate, fluorescence; P19174; 370,000 tested, 0.84% active; inhibition, % at 12.2 µM; AID 720700; in the data active = inhibition above about 9.5%
UHRF1 MBD2 ctr: UHRF1 methyl-DNA binding inhibition; Q96T88; UHRF1 binding to methylated oligo, TR-FRET; inhibition, % at 4.4 µM; 370,000 tested, 0.75% active; AID 687016; in the data active = inhibition above about 21%;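 also: UHRF1 SRA domain binding a hemimethylated CpG hairpin DNA probe; 0% = median of test compound wells and 100% = reference inhibitor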
Target sequence (Q96T88 whole entry, looked up, the tested form may be a part): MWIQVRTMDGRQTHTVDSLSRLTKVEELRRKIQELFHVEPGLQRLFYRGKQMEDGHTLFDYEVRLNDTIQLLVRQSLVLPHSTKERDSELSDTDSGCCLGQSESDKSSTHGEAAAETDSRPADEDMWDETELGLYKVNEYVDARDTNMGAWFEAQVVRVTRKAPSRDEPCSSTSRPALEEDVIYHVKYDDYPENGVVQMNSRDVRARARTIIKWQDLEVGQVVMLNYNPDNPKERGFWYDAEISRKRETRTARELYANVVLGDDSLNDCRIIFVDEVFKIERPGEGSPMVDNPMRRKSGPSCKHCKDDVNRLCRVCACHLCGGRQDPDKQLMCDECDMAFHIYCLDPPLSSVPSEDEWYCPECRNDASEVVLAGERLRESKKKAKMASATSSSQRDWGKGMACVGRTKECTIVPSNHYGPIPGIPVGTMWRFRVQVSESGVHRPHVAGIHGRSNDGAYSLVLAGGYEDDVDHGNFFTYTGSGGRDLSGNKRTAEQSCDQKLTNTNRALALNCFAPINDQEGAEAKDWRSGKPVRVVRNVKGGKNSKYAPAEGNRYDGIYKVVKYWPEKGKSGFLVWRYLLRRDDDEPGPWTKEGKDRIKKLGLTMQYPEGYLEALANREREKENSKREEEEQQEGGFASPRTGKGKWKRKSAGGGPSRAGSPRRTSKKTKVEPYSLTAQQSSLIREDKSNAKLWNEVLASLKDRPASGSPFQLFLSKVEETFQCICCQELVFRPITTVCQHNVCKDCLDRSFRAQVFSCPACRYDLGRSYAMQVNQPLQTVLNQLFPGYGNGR
Tn6 DDE FP: DD(E)-Tn6 binding inhibition, primary FP screen. P02675. Fibrin DD(E) TRITC-Tn6 fluorescence polarization displacement. inhibition, % at 8.3 µM. 370,000 tested, 0.21% active. AID 720509;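 active = inhibition above a per-campaign cutoff: mean of compounds within control limits plus 3 SD, cut at about 15% in these data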;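 also: 0% = median of all compound wells on the plate and 100% = blocking peptide control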
HGIII-sPLA2 inh: Blocks human group III sPLA2 activity; Q9NZ20; QFRET BODIPY PC-A2 liposome hydrolysis, fluorescence; inhibition, % at 12.2 µM; 370,000 tested, 0.56% active;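 active = inhibition above mean plus 3 SD of compounds lying within the high and low control bounds, cut at about 19% in these data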;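 also: 0% = median of test compound wells and 100% = no enzyme DMSO wells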
KLK7 zymogen act: activators of human kallikrein-7 zymogen; 370,000 tested, 0.9% active; activation, % at 7 µM; P49862; purified proKLK7, EDANS-DABCYL substrate fluorescence; 100% is mature enzyme control, 0% vehicle; AID 652039;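 active = activation above the mean of all tested compounds plus 3 SD, computed per campaign excluding outliers beyond control limits, cut at about 13% in these data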
ASAP1 inh: ASAP1 ArfGAP inhibition. Q9ULH1. ASAP1-stimulated ARF1 GTP hydrolysis, GDP FP detection. inhibition, % at 16.5 µM. 360,000 tested, 0.19% active. AID 624377; in the data active = inhibition above about 25%;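 also: 0% = vehicle with enzyme and substrate and 100% = no enzyme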
NR1D1 modulator: Rev-erb alpha (human) modulation. P20393. Rev-erbα–FITC-DNA binding, fluorescence polarization, 90 min. activity, % at 10 µM. 370,000 tested, 0.79% active. AID 1259318;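 active = activity above about 14%, limit read from the data; passing the limit was not always enough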;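 also: 0% = DMSO wells with 35 nM protein and 100% = DMSO wells with 750 nM protein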
DDE Tn7 FP inh: inhibitors of Tn7 peptide binding to human fibrin DD(E). inhibition, % at 8.3 µM. FP displacement of FITC-Tn7 peptide from fibrin DD(E); 0% = median of compound wells per plate. P02675. 370,000 tested, 0.13% active. AID 720508;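 active = inhibition above the mean of compounds falling within the control limits plus 3 SD of them, cut at about 14% in these data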;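 also: 0% = plate median of compound wells and 100% = 10 µM Aha-Tn7 peptide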
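Also added: labelled Tn7 tracer, 0.1 µM; Assay system: human fibrin DD(E) protein; Amount: 2 µM fibrin DD(E); Schedule: 10 min compound pre-incubation, 3 h probe incubation at room temperature; Repeats: one replicate per compound; Read-out basis: percent inhibition; Measured by: fluorescence polarization of the labelled Tn7 tracer.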
PLCb3 inh: inhibitors of human phospholipase C beta3. Purified PLC-beta3, fluorogenic substrate, fluorescence. inhibition, % at 12.2 µM. 370,000 tested, 0.18% active. AID 720704; in the data active = inhibition above about 11%;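 also: 0% = median of compound wells on plate and 100% = full blocker control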
An asterisk follows results filed as active.

SMILES	ARFGAP1 inhibitor	PLC-gamma1 inh	UHRF1 MBD2 ctr	Tn6 DDE FP	HGIII-sPLA2 inh	KLK7 zymogen act	ASAP1 inh	NR1D1 modulator	DDE Tn7 FP inh	PLCb3 inh
CCOc1cc(S(=O)(=O)N2CCC(c3nc4ccccc4s3)CC2)c(OCC)cc1S(=O)(=O)N1CCCCC1	14	-2	2	6	4	-0.2	0	17	2	3
COC(=O)c1ccc2[nH]c(C3(O)CCCCC3)c(C)c2c1	1	-33	2	-5	-39	0.4	20	3	-8	-36
Cn1nc(-c2ccccc2)c(-c2nc(-c3cccc(C(F)(F)F)c3)no2)c1Cl	-4	-1	0	3	3	-0.3	-7	1	-2	1
CCOC(=O)c1ccccc1NS(=O)(=O)c1ccccc1F	-7	-1	-3	3	-5	-0.1	12	-1	-1	-3
CS(=O)(=O)N1CCN(C(=S)NCc2ccc(Cl)cc2)CC1	8	3	-1	-3	0	-0.3	2	10	-1	7
Cc1ccc(-c2nc3ccccc3o2)cc1NC(=S)NC(=O)c1cccs1	0	-13	-1	0	5	-0.8	1	-11	5	-11
COc1ccc(S(N)(=O)=O)cc1C(=O)N(C)CC(=O)Nc1ccc(N2CCOCC2)cc1	13	6	5	6	-4	0.6	2	-1	-4	-2
COc1ccc(F)cc1S(=O)(=O)NC(Cc1ccccc1)C(N)=O (stereo not given)	1	-1	-2	2	1	0.3	-5	-4	8	3
O=C(CN(C(=O)CSc1nnc(COc2ccccc2)o1)c1ccc(F)cc1)NC1CCCC1	8	1	4	-5	-1	0.0	-12	5	3	2
CS(=O)(=O)Nc1ccccc1C(=O)Nc1cc2c(cc1C(=O)O)OCCCO2	5	-9	-2	-3	-5	-0.5	6	0	4	-12
O=[N+]([O-])c1cc2c(cc1/C=N/n1c(-c3ccccc3)n[nH]c1=S)OCO2	12	-2	-1	-5	4	-0.1	2	-19	1	-2
CC1CCCN(C(=O)C2CCN(Cc3ccc4c(c3)OCO4)CC2)C1 (stereo not given)	-2	0	-2	-1	2	-0.6	2	-4	10	-6
O=C1NC(=Nc2ccc(Cl)cc2)/C(=C/c2ccco2)S1	14	-31	0	-7	0	-0.7	2	-23	-1	-41
COc1cccc(CN2CCC(C(=O)N3CCC(C)CC3)CC2)c1	-3	2	-1	-4	-2	0.4	6	0	-8	-6
CCN(CC)c1ccc(C2NC(=O)NC(C)=C2C(=O)Nc2ccccc2)cc1 (stereo not given)	-7	-2	-3	-4	0	0.1	0	1	1	-6
O=C1C(=O)N(Cc2ccncc2)C(c2ccccc2F)/C1=C(\O)c1ccc2c(c1)OCCO2 (stereo not given)	8	-14	-1	-3	-1	0.3	0	1	6	-22
C/C(=N\NC(=S)NC1CCCCC1)c1ccc(Cl)c(Cl)c1	4	-2	-1	1	3	0.6	14	3	5	-8
CC(C)NS(=O)(=O)c1ccc(NC(=O)C(C)OC(=O)C2CCC2)cc1 (stereo not given)	-10	7	3	-5	-9	-0.5	6	6	-7	4
Cc1ccc(C)c2[nH]c(=O)c(CN(CC3CCCO3)S(=O)(=O)c3ccc4c(c3)OCCO4)cc12 (stereo not given)	4	-28	-3	-3	5	-0.2	15	-1	-6	-37
O=C(CN1C(=O)CCC1=O)Nc1cccc(NC(=O)CN2C(=O)CCC2=O)c1	4	1	-2	-8	1	0.7	8	-3	5	-2
COc1cc2oc(=O)ccc2cc1[C@@H](O)[C@@H]1OC(C)(C)OC1(C)C	9	-12	4	-4	5	1.2	15	-4	-2	-24
CCN(CC)C(=O)/C(NC(=O)c1ccccc1)=C(/Sc1ncccn1)c1ccccc1	2	-2	3	-2	15	-0.4	2	0	5	-3
CS(=O)(=O)N(CC(=O)NCc1ccco1)c1ccc(OCc2ccccc2)cc1	-9	0	-2	-3	-14	-0.2	6	-3	-5	4
CCOC(=O)N1CCN(C(=O)c2ccc(NS(C)(=O)=O)cc2)CC1	15	1	2	4	9	0.1	6	-4	4	6
O=C(O)CCn1c(=S)n(CCC(=O)O)c2ccccc21	6	1	1	9	5	0.6	-3	-5	3	-5
O=C(N/N=C/c1c(O)n(-c2ccc(Cl)cn2)c(=O)c2ccccc12)C1CC1	12	-228	2	0	17	-2.5	4	5	8	-223
Cc1ccccc1S(=O)(=O)N1C[C@H]2CON(C)[C@H]2C[C@H]1c1cccc(-c2ccccc2)c1	-7	4	-1	-5	-12	0.5	-5	-3	2	-1
CCS(=O)(=O)N1CCCC(C(=O)NCc2ccc(C)cc2)C1 (stereo not given)	1	2	3	1	7	0.1	2	-2	-5	3
Cc1ccccc1C(=O)N1CCC(C(=O)Nc2nc3ccc(F)cc3s2)CC1	-4	3	-2	2	-26	0.4	-6	4	7	-4
Cc1ccc(S(=O)(=O)NC(CC(C)C)C(=O)N2CCOCCOCCOCCOCC2)cc1 (stereo not given)	2	1	-1	5	-1	0.2	1	3	-4	-4
N#Cc1ccc(S(=O)(=O)N2CCCc3nc(-c4ccc(F)cc4)ccc32)cc1	-13	-6	0	-2	-1	0.8	-1	1	3	-8
COc1ccc(-c2cccc(C(=O)NCC(=O)O)c2)cc1	15	-5	3	5	7	0.1	2	4	2	-3
Cc1ccc(S(=O)(=O)N2CCC(C(=O)N/N=C/c3ccncc3)CC2)cc1	3	2	2	2	0	0.3	3	0	-1	-5
COc1ccc(C(C)=O)cc1CSc1nnnn1-c1ccc(O)cc1	13	3	1	-2	-12	0.5	6	4	-10	-4
COC(=O)Nc1ccc(S(=O)(=O)N2CCN(C)CC2)cc1	3	2	15	3	14	-0.4	11	-10	5	4
CCc1cccc(NC(=O)CCS(=O)(=O)c2cccc3nonc23)c1	-3	7	4	-3	-4	0.9	6	3	-8	7
COc1ccc(S(=O)(=O)N2CCOC2CNC(=O)C(=O)NCc2cccnc2)cc1OC (stereo not given)	2	-1	8	-1	15	-0.2	7	4	2	-9
COc1ccc(C(=O)N2CCN(Cc3nc(CC4CC4)no3)CC2)cc1	1	4	1	-3	3	0.1	-13	0	-4	2
O=C(Nc1ccc(Cl)cn1)c1ccc(COCC(F)(F)C(F)F)o1	-1	0	1	1	8	-0.1	-5	-5	-1	1
O=C1NC(c2ccccc2)=NC1(NS(=O)(=O)c1ccccc1)C(F)(F)F (stereo not given)	6	3	-1	-4	3	0.6	-10	-1	-7	11*
O=C1c2cccnc2C(O)N1C1CCCCC1 (stereo not given)	-6	3	-1	0	1	-0.3	14	6	2	1
Cc1ccc2c(c1)CN1CN2Cc2cc(C)ccc21	9	1	5	-9	6	0.6	-2	1	1	-2
CCOC(=O)C1C(c2ccc(O)c(OCC)c2)NC(=S)NC1(O)C(F)(F)F (stereo not given)	-4	0	2	-7	11	0.3	3	2	-3	0
COc1ccc(CCNC(=O)C2CCN(C(=O)c3ccccc3C)CC2)cc1	2	4	3	5	7	0.6	-10	2	-7	-4
CC1(C)[C@@H](O)CC[C@]2(C)C3C(O)C=C4[C@H]5C[C@@](C)(CO)CC[C@]5(C)CC[C@]4(C)[C@]3(C)CC[C@@H]12 (stereo not given in full)	8	-1	2	4	-3	0.5	6	1	2	4
CCCCOc1ccc(Nc2cc(Cl)ccc2C(=O)O)cn1	1	-4	22*	-1	-28	1.0	-8	-5	6	-17
O=c1c(Cc2c(F)cccc2Cl)c(O)ccn1CCc1c[nH]c2ccccc12	-3	3	-1	-5	-13	-0.5	4	4	-2	-4
Cc1nnc(SC(C)C#N)n1-c1ccccc1 (stereo not given)	8	0	1	1	0	0.2	-9	-5	2	-3

In a second layout: results already given.
ARFGAP1 inhibitor,PLC-gamma1 inh,UHRF1 MBD2 ctr,Tn6 DDE FP,HGIII-sPLA2 inh,KLK7 zymogen act,ASAP1 inh,NR1D1 modulator,DDE Tn7 FP inh,PLCb3 inh,Molecule
3,2,15,3,14,-0.4,11,-10,5,4,COC(=O)Nc1ccc(S(=O)(=O)N2CCN(C)CC2)cc1
-3,7,4,-3,-4,0.9,6,3,-8,7,CCc1cccc(NC(=O)CCS(=O)(=O)c2cccc3nonc23)c1
2,-1,8,-1,15,-0.2,7,4,2,-9,COc1ccc(S(=O)(=O)N2CCOC2CNC(=O)C(=O)NCc2cccnc2)cc1OC (stereo not given)
1,4,1,-3,3,0.1,-13,0,-4,2,COc1ccc(C(=O)N2CCN(Cc3nc(CC4CC4)no3)CC2)cc1
-1,0,1,1,8,-0.1,-5,-5,-1,1,O=C(Nc1ccc(Cl)cn1)c1ccc(COCC(F)(F)C(F)F)o1
6,3,-1,-4,3,0.6,-10,-1,-7,11*,O=C1NC(c2ccccc2)=NC1(NS(=O)(=O)c1ccccc1)C(F)(F)F (stereo not given)
-6,3,-1,0,1,-0.3,14,6,2,1,O=C1c2cccnc2C(O)N1C1CCCCC1 (stereo not given)
9,1,5,-9,6,0.6,-2,1,1,-2,Cc1ccc2c(c1)CN1CN2Cc2cc(C)ccc21
-4,0,2,-7,11,0.3,3,2,-3,0,CCOC(=O)C1C(c2ccc(O)c(OCC)c2)NC(=S)NC1(O)C(F)(F)F (stereo not given)
2,4,3,5,7,0.6,-10,2,-7,-4,COc1ccc(CCNC(=O)C2CCN(C(=O)c3ccccc3C)CC2)cc1
8,-1,2,4,-3,0.5,6,1,2,4,CC1(C)[C@@H](O)CC[C@]2(C)C3C(O)C=C4[C@H]5C[C@@](C)(CO)CC[C@]5(C)CC[C@]4(C)[C@]3(C)CC[C@@H]12 (stereo not given in full)
